Source: PubChem BioAssay (several laboratories)
MCL1-BIM inh: inhibitors of MCL1 binding to BIM-BH3, primary screen, biochemical, fluorescence polarization; GST-MCL1 / FITC-Bim-BH3 fluorescence polarization; inhibition, % at 10.9 µM; hit rate 0.68% among 320,000; AID 2057, 2009;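 active = inhibition above the mean inhibition of all tested compounds plus 3 SD, set per campaign, cut at about 40% in these data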;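 note: 0% = DMSO wells and 100% = unlabeled Bim-BH3 peptide control; higher means more loss of mP so more displacement of Bim peptide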
Fam108B counter: mouse Fam108B serine hydrolase inhibitors, primary screen, counter-screen for RBBP9 inhibitor project, biochemical, fluorescence polarization. recombinant Fam108B, FP-Rh probe fluorescence polarization. inhibition, % at 9.51 µM. hit rate 0.33% among 300,000. AID 1947, 2009;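 active = inhibition above the screen mean inhibition plus 3 SD, computed separately per campaign, cut at about 18% in these data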;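 note: inhibitors lower polarization as less probe binds the enzyme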
GLD-1 TGE inh: GLD-1/TGE RNA complex disruptors, primary screen, biochemical, fluorescence polarization. Female germline-specific tumor suppressor gld-1 (Caenorhabditis elegans), Q17339. purified GLD-1 + fluorescein TGE RNA. hit rate 0.44% among 320,000. AID 2280, 2010. inhibition, % at 5.96 µM;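 active = percent inhibition above a per-plate cutoff, the plate mean of test compounds plus 3 SD, cut at about 30% in these data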;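 note: 0% = DMSO wells with GLD-1 and probe and 100% = wells lacking GLD-1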
Bcl-xL primary: inhibitors of human Bcl-xL, primary screen, biochemical, fluorescence polarization, HTS; inhibition, % at 10.9 µM; Bcl-2-like protein 1 (Homo sapiens), Q07817; AID 2129, 2009; hit rate 0.7% among 320,000; GST-Bcl-xL / FITC-Bim BH3 peptide fluorescence polarization;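 active = inhibition above the mean of all tested compounds plus 3 SD, cutoff set per campaign, cut at about 30% in these data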;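 note: 0% = DMSO wells and 100% = unlabeled Bim-BH3 peptide competitor; inhibitors lower millipolarization by displacing the labeled peptide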
Efflux pump inh: inhibitors of Candida efflux pumps in yeast, primary screen, S. cerevisiae, Nile Red, multiplex | S. cerevisiae Candida pump triplex | inhibition, % at 10 µM | hit rate 0.44% among 330,000 | AID 485275, 2010;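 active = plate passing quality check with inhibition over a set limit, or well fluorescence over plate mean plus 4 SD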;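 note: Nile Red retained in pooled yeast measured as flow cytometry median fluorescence; 0% = buffer negative control and 100% = Enniatin B positive control; higher means more Nile Red kept so more efflux inhibition; some compounds called inactive have numbers as strong as hits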
MEX-5 binding: MEX-5 zinc finger RNA-binding disruptors – biochemical, C. elegans, fluorescence polarization, MLPCN library, primary screen. Zinc finger protein mex-5 (Caenorhabditis elegans), Q9XUB2. MEX-5/FITC-TCR2 RNA binding; hits give low values. activity score (negative = inhibition of binding), % at 10 µM. hit rate 0.38% among 300,000. AID 1832, 2009;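 active = inhibition past about -25% in most replicates, and total fluorescence under double the plate's negative control median, limit read from the data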;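 note: 0% = DMSO and -100% = 5 µM competing unlabeled TCR2 RNA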
Target sequence (Q9XUB2 whole entry, looked up): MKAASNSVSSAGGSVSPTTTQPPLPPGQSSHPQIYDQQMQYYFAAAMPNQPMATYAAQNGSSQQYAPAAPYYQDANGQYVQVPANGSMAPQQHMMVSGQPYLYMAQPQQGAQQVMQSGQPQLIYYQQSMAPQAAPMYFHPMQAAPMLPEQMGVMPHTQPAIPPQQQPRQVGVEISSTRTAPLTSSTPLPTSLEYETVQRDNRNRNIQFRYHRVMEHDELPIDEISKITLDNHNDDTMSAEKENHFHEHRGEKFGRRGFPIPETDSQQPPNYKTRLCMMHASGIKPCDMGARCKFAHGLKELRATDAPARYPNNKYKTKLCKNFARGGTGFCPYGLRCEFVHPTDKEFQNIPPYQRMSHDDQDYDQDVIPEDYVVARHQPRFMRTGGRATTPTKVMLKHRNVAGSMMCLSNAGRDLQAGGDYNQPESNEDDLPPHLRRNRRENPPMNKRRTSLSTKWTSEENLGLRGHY
PME-1 primary: PME-1 inhibitors via competitive probe labeling, primary screen, biochemical, fluorescence polarization, FP-Rh probe, HTS; Protein phosphatase methylesterase 1 (Homo sapiens), Q9Y570; hit rate 0.53% among 320,000; AID 2130, 2009; inhibition, % at 5.9 µM; recombinant PME-1;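 active = inhibition above the campaign mean of all compounds plus 3 SD, cut at about 26% in these data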;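 note: competitive labeling of PME-1 active site by serine hydrolase directed probe; 0% = PME-1 with DMSO and 100% = wells lacking PME-1 enzyme; inhibitors block probe labeling so polarization falls and inhibition rises; many of its hits are not listed in these tables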
Target sequence (Q9Y570 whole entry, looked up): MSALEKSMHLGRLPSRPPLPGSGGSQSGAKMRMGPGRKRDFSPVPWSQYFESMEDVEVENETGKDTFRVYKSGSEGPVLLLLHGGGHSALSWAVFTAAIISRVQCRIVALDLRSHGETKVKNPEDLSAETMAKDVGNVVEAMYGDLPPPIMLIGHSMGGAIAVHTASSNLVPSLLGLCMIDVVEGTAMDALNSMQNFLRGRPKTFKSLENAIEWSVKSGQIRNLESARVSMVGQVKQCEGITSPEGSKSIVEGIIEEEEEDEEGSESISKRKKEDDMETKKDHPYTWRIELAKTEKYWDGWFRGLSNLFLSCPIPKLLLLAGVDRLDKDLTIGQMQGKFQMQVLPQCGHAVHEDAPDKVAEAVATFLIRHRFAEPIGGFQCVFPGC
GRK2 aptamer HTS: compounds blocking aptamer binding on GRK2 – biochemical, human GRK2, bead flow cytometry, HTS, primary screen; FAM-aptamer displacement from GRK2; inhibition of aptamer binding, % at 10 µM; hit rate 0.59% among 330,000;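 active = inhibition of aptamer binding above 40%, roughly 3 SD of noise, on plates passing a quality check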;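 note: median bead fluorescence of bound FAM aptamer so fluorescent compounds give negative values; no value below 0 was filed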
VLA-4 inh: inhibition in human VLA-4 binding assay, primary screen, VLA-4 allosteric modulator project, MLPCN library, flow cytometry, VLA-4 expressing cells | ligand binding flow cytometry | inhibition, % (about 7 µM as worked out from the volumes in the protocol) | Integrin alpha-4 (Homo sapiens), P13612 | hit rate 0.2% among 330,000; in the data active = inhibition above about 50%
Active calls of the source: *; · = not tested or not shown. These rows are one share of the data. The share of hits here may be higher or lower than overall.

SMILES	MCL1-BIM inh	Fam108B counter	GLD-1 TGE inh	Bcl-xL primary	Efflux pump inh	MEX-5 binding	PME-1 primary	GRK2 aptamer HTS	VLA-4 inh
COc1ccc(NC(=O)NCCc2c[nH]c3ccccc23)c(OC)c1	·	·	·	·	0.0	0.9	·	1	7
O=[N+]([O-])c1ccc(NCc2ccccn2)nc1	28	3	21	19	-0.1	-2.6	1	0	8
O=C(Cn1cnc2ccccc2c1=O)c1ccc(OC(F)F)cc1	-13	2	8	-1	-0.1	-3.2	-6	1	-18
Cc1ccc(S(=O)(=O)Nc2cccc3c2CCCC3)cc1	-2	1	9	-1	0.3	-1.3	4	0	13
OCC1CCCN(c2nc(CN3CCCCC3)nc3scc(-c4ccccc4)c23)C1 (stereo not drawn)	10	-1	-3	1	-0.1	1.0	-10	0	-2
CN1CCN(c2ccc(NC(=O)c3ccc(-c4ccccc4F)o3)cc2)CC1	-8	·	-5	-6	0.0	·	8	0	0
COc1cccc(/C=C/C(=O)NCc2cn3cc(Cl)ccc3n2)c1OC	3	0	0	1	-0.1	-0.8	4	2	2
CCOc1ccc(N(C(=O)c2cnsn2)C(C(=O)NC2CCCCC2)c2ccncc2)cc1 (stereo not drawn)	2	-1	7	-2	0.0	-1.1	4	0	-2
CCOC(=O)/C(=N/Nc1ccccc1)Sc1nnnn1-c1ccc(C)cc1	12	0	8	5	0.1	2.5	-2	0	13
O=C(COC(=O)CCN1C(=O)C2CC=CCC2C1=O)Nc1ccc(Cl)cc1F (stereo not drawn)	4	·	4	2	0.2	·	-1	2	-44
CCOC(=O)C(C)c1c(C)[nH]c(=S)[nH]c1=O (stereo not drawn)	9	3	-2	9	-0.1	-0.2	-7	0	-4
O=C(O)c1ccccc1-c1ccccc1C(=O)NNc1ccccc1	8	2	-2	8	0.0	·	3	0	0
CS(=O)(=O)OCCCCOS(C)(=O)=O	1	4	0	0	-0.1	-1.1	1	1	6
O=C(COC(=O)/C=C/c1ccccc1)Nc1cc(C(F)(F)F)ccc1N1CCOCC1	5	0	-6	2	0.0	1.2	0	4	7
O=[N+]([O-])c1ccccc1S(=O)(=O)c1ccccc1[N+](=O)[O-]	3	-2	-2	5	-0.1	1.1	3	0	9
Cc1ccc(-n2nc3c(c2NC(=O)c2ccc(Br)o2)CSC3)c(C)c1	0	-1	1	2	0.3	2.1	-4	2	16
CCNC(=O)CC1SC(=Nc2ccc(C)c([N+](=O)[O-])c2)N(C)C1=O (stereo not drawn)	-1	0	31*	5	0.2	-3.6	-4	8	13
COC(=O)CSc1nnc(-c2ccccn2)n1Cc1ccco1	-19	-11	3	0	-0.1	0.0	-5	0	-16
O=C(Nc1nnc(SCC(=O)N2CCOCC2)s1)C1CC(=O)N(c2ccc(F)cc2)C1 (stereo not drawn)	0	0	-3	7	-3.1	-3.3	4	1	4
Cc1ccc(-n2cnnn2)c(S(=O)(=O)N2CCOCC2)c1	1	4	-2	3	0.0	-1.2	4	4	6
COc1ccccc1Nc1nc(N(C)c2ccccc2)nc(N)c1[N+](=O)[O-]	·	·	·	·	0.0	-1.4	·	0	3
CC12CC3CC(C)(C1)CC(C(=O)N1CCN(C(=O)C4CCCO4)CC1)(C3)C2 (stereo not drawn)	4	-4	3	7	0.3	0.6	3	0	1
Cc1cccnc1NC(=O)CNC(=O)c1ccccc1	6	·	4	6	0.1	·	2	0	9
Cc1cc(NC(=O)C2CCC2)n(-c2ccccn2)n1	7	-1	0	6	-0.1	·	2	0	6
O=C(CN(c1ccc2c(c1)OCCO2)S(=O)(=O)c1ccccc1)NCc1ccco1	-1	2	0	2	0.1	-2.6	3	1	2

Entries above shown as hits in GLD-1 TGE inh:
| Compound | MCL1-BIM inh | GLD-1 TGE inh | Bcl-xL primary | Efflux pump inh | MEX-5 binding | PME-1 primary | GRK2 aptamer HTS | VLA-4 inh |
| --- | --- | --- | --- | --- | --- | --- | --- | --- |
| CCNC(=O)CC1SC(=Nc2ccc(C)c([N+](=O)[O-])c2)N(C)C1=O (stereo not drawn) | -1 | 31* | 5 | 0.2 | -3.6 | -4 | 8 | 13 |

The list continues.
SMILES	MCL1-BIM inh	Fam108B counter	GLD-1 TGE inh	Bcl-xL primary	Efflux pump inh	MEX-5 binding	PME-1 primary	GRK2 aptamer HTS	VLA-4 inh
O=C1c2ccccc2CN1C(CO)c1ccccc1 (stereo not drawn)	-2	1	-2	1	-0.1	-1.5	-2	3	9
COC(=O)C1(C)Nc2ccccc2C(=O)N1c1ccccc1OC (stereo not drawn)	0	0	2	4	-0.1	0.5	0	1	4
COc1ccccc1NC(=O)c1ccccc1C(=O)N(C)Cc1ccccc1	·	·	4	·	0.0	·	·	1	4
O=C(Nc1ccc(-c2nc3ccccc3s2)cc1)C1=COCCO1	-6	-14	-4	1	-0.1	-0.6	-6	48*	9
CCOC(=O)c1ccc(NC(=O)c2nc[nH]c2C(=O)NCCCCNC(=O)c2[nH]cnc2C(=O)Nc2ccc(C(=O)OCC)cc2)cc1	0	·	-1	0	0.0	·	-13	0	-7
CN(C(=O)COC(=O)c1ccccc1C(=O)c1ccccc1)c1ccccc1	·	·	3	·	0.1	·	·	16	19
Cc1cccc(C)c1NC(=S)NN(Cc1ccccc1)c1ccccc1	5	1	-1	-2	-0.1	0.8	4	7	-6
CCN(C(=O)COc1cc(=O)n(CC)c2ccccc12)c1cc(Cl)ccc1OC	16	3	10	5	0.1	1.6	-1	3	5
CC12CCC(=O)N1C(C(=O)Nc1ccc(F)c(F)c1F)CS2 (stereo not drawn)	3	-1	5	3	-0.1	0.8	2	2	4
Cc1ccc(C)c(NS(=O)(=O)c2ccc3c(c2)NC(=O)CCS3)c1	6	3	3	4	-0.1	3.1	0	0	6
Cc1ccc(N(Cc2ccccc2)C(=O)c2cccc(S(=O)(=O)N3CCOCC3)c2)cc1	-8	-2	-5	-1	0.0	2.3	6	0	6
COc1ccc(COC(=O)c2nc3nc(C)cc(C)n3n2)cc1F	5	-2	6	0	0.0	0.5	2	0	9
Cc1nc2ccc([N+](=O)[O-])cc2c(=O)n1Cc1ccc(Br)cc1	-5	4	8	2	0.0	2.4	3	0	0
CCOC(=O)c1c(NC(=O)c2ccncc2)sc(C)c1C	12	5	2	6	0.0	-1.6	4	0	-3
O=C(c1ccccc1)N1CCN(c2ccc([N+](=O)[O-])c(NCC3CCCO3)c2)CC1 (stereo not drawn)	-5	-2	0	-4	0.0	-0.4	3	0	-5
COC(=O)c1ccc(COc2ccc(/C=N/Nc3cccc(C(=O)O)c3)cc2)cc1	8	-3	-2	10	0.5	-2.7	8	18	-3
COc1ccccc1Cn1nc(C(=O)O)c2ccccc2c1=O	-5	-3	-4	-1	0.2	-3.4	3	2	13
CCN1CCN(c2nc3ccccc3n3cnnc23)CC1	1	-6	-5	1	-0.1	0.6	-1	0	-7
CCC(C)NC(=O)CCn1ccc2cc(S(=O)(=O)N3CCCC3)ccc21 (stereo not drawn)	0	8	0	3	-0.1	-2.6	2	0	20
COc1cc(Cl)c(C)cc1NC(=O)CNC(=O)Cn1cnc2ccccc2c1=O	3	2	2	2	0.1	1.3	-4	3	16
COc1cc2ccccc2cc1C(=O)OCC(=O)N(CC(C)C)c1c(N)n(Cc2ccccc2)c(=O)[nH]c1=O	4	-3	6	3	0.0	3.2	-3	2	-16
O=C(COC(=O)[C@@H]1CC(O)CN1S(=O)(=O)c1ccccc1[N+](=O)[O-])c1ccccc1 (stereo partly drawn)	5	-1	0	10	-0.1	-0.7	1	6	-2
CC1Cc2cc(/C(O)=C3\C(=O)C(=O)N(CCN4CCOCC4)C3c3ccccc3F)ccc2O1 (stereo not drawn)	7	-2	-3	8	-0.1	1.4	-5	0	-17
Cc1cc(C)c2cc(CN(Cc3ccc4c(c3)OCO4)Cc3nnnn3Cc3ccco3)c(=O)[nH]c2c1	0	-10	1	7	0.0	-1.0	0	3	10

3 records picked at random from the list so far:
SMILES	MCL1-BIM inh	Fam108B counter	GLD-1 TGE inh	Bcl-xL primary	Efflux pump inh	MEX-5 binding	PME-1 primary	GRK2 aptamer HTS	VLA-4 inh
Cc1cccc(C)c1NC(=S)NN(Cc1ccccc1)c1ccccc1	5	1	-1	-2	-0.1	0.8	4	7	-6
O=C(COC(=O)[C@@H]1CC(O)CN1S(=O)(=O)c1ccccc1[N+](=O)[O-])c1ccccc1 (stereo partly drawn)	5	-1	0	10	-0.1	-0.7	1	6	-2
CCN1CCN(c2nc3ccccc3n3cnnc23)CC1	1	-6	-5	1	-0.1	0.6	-1	0	-7

A run of entries from further up, for reference:
SMILES	MCL1-BIM inh	Fam108B counter	GLD-1 TGE inh	Bcl-xL primary	Efflux pump inh	MEX-5 binding	PME-1 primary	GRK2 aptamer HTS	VLA-4 inh
CC1Cc2cc(/C(O)=C3\C(=O)C(=O)N(CCN4CCOCC4)C3c3ccccc3F)ccc2O1 (stereo not drawn)	7	-2	-3	8	-0.1	1.4	-5	0	-17
Cc1cc(C)c2cc(CN(Cc3ccc4c(c3)OCO4)Cc3nnnn3Cc3ccco3)c(=O)[nH]c2c1	0	-10	1	7	0.0	-1.0	0	3	10

Sorted by number of heavy atoms (rising): some entries from above.
SMILES	MCL1-BIM inh	Fam108B counter	GLD-1 TGE inh	Bcl-xL primary	Efflux pump inh	MEX-5 binding	PME-1 primary	GRK2 aptamer HTS	VLA-4 inh
O=C(Nc1ccc(-c2nc3ccccc3s2)cc1)C1=COCCO1	-6	-14	-4	1	-0.1	-0.6	-6	48*	9
Cc1cccc(C)c1NC(=S)NN(Cc1ccccc1)c1ccccc1	5	1	-1	-2	-0.1	0.8	4	7	-6
O=C(c1ccccc1)N1CCN(c2ccc([N+](=O)[O-])c(NCC3CCCO3)c2)CC1 (stereo not drawn)	-5	-2	0	-4	0.0	-0.4	3	0	-5
CCOC(=O)c1ccc(NC(=O)c2nc[nH]c2C(=O)NCCCCNC(=O)c2[nH]cnc2C(=O)Nc2ccc(C(=O)OCC)cc2)cc1	0	·	-1	0	0.0	·	-13	0	-7
